# UTI89 phage lysis: protection from phage-mediated lysis, alamar blue read-out – E. coli UTI89, K1F phage, bacterial capsule biogenesis inhibitors (AID 488966); E. coli UTI89 K1F phage lysis, alamar blue, 2 h; higher % means a stronger effect; inhibition, % at 100 µM, or IC50 in µM where a hit was titrated; 340,000 compounds, 0.02% hits;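 active = phage lysis inhibition, versus mean bacterial control, above a set limit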;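 note: capsule biogenesis inhibitors block K1F phage lysis so surviving cells raise fluorescence; higher fluorescence means more inhibition of phage lysis; actives were called in the ten point dose series up to 300 µM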
# Autophagy mod: modulators of autophagy; calls only at 10 µM (by protocol); MEF GFP-LC3 puncta imaging; test concentration mostly 10 µM; AID 463193; 190,000 compounds, 0.98% hits;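 active = percentage of spot-positive cells more than 3 SD above its plate mean, without a fluorescence outlier flag or 80% toxicity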;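 note: spot-positive cell cutoff set from DMSO-treated cells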
# bCat nuc transl: modulators of beta-catenin nuclear translocation. HeLa beta-catenin nuclear translocation, immunofluorescence imaging. nuclear translocation activity, % at 5 µM. 190,000 compounds, 0.3% hits;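 active = nuclear translocation activity above 50% at 5 µM, with a well cell count of 50 or more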;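 note: per-cell ratio of nuclear to cytoplasmic median beta-catenin stain intensity; plate controls were DMSO negative control for no effect and GSK-3 inhibitor IX positive control for full effect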
#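 assay system = human HeLa cells, endogenous beta-catenin | times = compound treatment 24 h, 37°C, 5% CO2 | detection = Anti-beta-catenin immunofluorescence on PFA-fixed, Triton-permeabilized cells, DAPI nuclei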
# P. falciparum M17LAP: P. falciparum M17LAP inhibitors, primary screen, biochemical, fluorogenic H-Leu-NHMec substrate, 1536-well (AID 1619) | recombinant M17LAP, H-Leu-NHMec fluorogenic kinetic assay; higher % means a stronger effect | one-dose inhibition, % at 30 µM; IC50 in µM for titrated hits | 220,000 compounds, 0.38% hits;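 active = compound inhibiting the enzyme by more than half at any dose during confirmatory dose-response retesting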;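 note: plate controls were full reaction with DMSO carrier for no effect and no enzyme background for full effect; strong numbers were not always called active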
# MT stabilizer: microtubule stabilization, imaging screen. % tubulin-high responders, % at 10 µM. HeLa tubulin immunostaining HCS, 24 h; share of cells brighter than vehicle mean+2SD. 200,000 compounds, 0.83% hits. AID 2205;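 active = plate Z-score above 3 for both tubulin-high and condensed-nucleus cell shares, with cell loss under 80%, at 10 µM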;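 note: anti alpha tubulin signal scored within the nucleus-defined area of each cell; some results filed as inactive read as strong as hits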
# M1AAP inhibition: P. falciparum M1AAP inhibitors, biochemical, fluorogenic H-Leu-NHMec substrate, 1536-well (AID 1445). recombinant M1AAP, H-Leu-NHMec fluorogenic kinetic assay; higher % means a stronger effect. inhibition, % at 30 µM; hits with a dose series show IC50 in µM. 220,000 compounds, 0.42% hits;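 active = primary inhibition above the hit cutoff, then over 50% inhibition at one or more dose response concentrations, cut at about 23% in these data, passing the limit was not always enough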;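 note: plate controls were DMSO full reaction for no effect and no enzyme background for full effect; strong numbers were not always called active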
# Dynein cargo inh: dynein cargo transport inhibition; AID 1381; z-score, hits read low; 3617.4 mouse cells, GR-EGFP nuclear translocation imaging; test concentration mostly 20 µM; stimulated with dexamethasone, 1 µM; stronger effect = lower value; 220,000 compounds, 0.47% hits;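 active = plate z-score of nuclear minus cytoplasmic receptor signal below a set negative limit, without overly bright fluorescence or cell loss, cut at about -3.5 in these data, passing the limit was not always enough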;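 note: z-score of nuclear minus cytoplasmic ring GR-EGFP intensity difference per well; some compounds called inactive have numbers as strong as hits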
#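 Also added: dexamethasone, 1.0 µM final. Medium: tet-free, stripped-serum medium. Detection: fixed, Hoechst-stained cells imaged at 10x for EGFP. Read-out: nuclear-to-cytoplasmic GR-EGFP distribution per well. Times: induction 48 h, compound 1 h, agonist 30 min.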
# Ins promoter up: MIN6 insulin promoter up-regulation; z-score at 5 µM; 190,000 compounds, 0.3% hits; AID 1625; MIN6 insulin promoter-GFP reporter, high-content imaging; stronger effect = higher value;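 active = z-score above 3 at 5 µM with at least 500 cells counted in the well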
# CSM14.1 death rescue: rescue of cells from ER stress-induced death, primary screen, 384-well, CSM14.1, thapsigargin, ATP luminescence (AID 1222) | CSM14.1 thapsigargin-induced death rescue, ATP luminescence; higher % means a stronger effect | cellular ATP content (survival), % at 20 µM, or EC50 in µM where a hit was titrated | 190,000 tested, under 10 active;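 active = EC50 below 50 µM in the dose-response confirmation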;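 note: death triggered by thapsigargin at about 15 µM added after 2 h compound pretreatment; cell ATP read after overnight thapsigargin exposure of roughly 18 to 22 hours; normalized against plate controls of thapsigargin alone and 5% DMSO vehicle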
# Dynein cargo inh cytoplasmic EGFP: second read-out of Dynein cargo inh, no call of its own (marks repeat the call); z-score; measured here: cytoplasmic GR-EGFP intensity; stronger effect = higher value
# Dynein cargo inh nuclear GR-EGFP: also measured in Dynein cargo inh; calls as there; z-score; measured here: nuclear GR-EGFP intensity;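 lower value marks the stronger effect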
# Dynein cargo inh cell count: recorded beside Dynein cargo inh, whose call it bears; z-score; measured here: cell count per field
# Ins promoter up cell count: also measured in Ins promoter up; calls as there; cell count; measured here: cytotoxicity, nuclei count;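 total cells summed across four imaged fields per well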
# bCat nuc transl cell count 5 µM: recorded beside bCat nuc transl, whose call it bears; cell count; measured here: cell count, cytotoxicity flag
# MT stabilizer Hoechst-high %: further read-out of MT stabilizer, marked with its call; % Hoechst-high responders; measured here: nuclear condensation Hoechst responders;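 share of cells brighter than vehicle mean plus two SD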
# MT stabilizer cytotoxicity %: further read-out of MT stabilizer, marked with its call; toxicity, %; measured here: cytotoxicity by cell density;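 0% = mean cell density of plate MIN control wells and 100% = no cells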
# Autophagy mod cell loss 18 h: recorded beside Autophagy mod, whose call it bears; toxicity, %; measured here: cell loss, nuclei count;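 cell loss after 18 h compound exposure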
# Active calls of the source: *; i = inactive; nt = no result given; [ ] = remark or other dose.
SMILES,UTI89 phage lysis,Autophagy mod,Autophagy mod cell loss 18 h,bCat nuc transl,bCat nuc transl cell count 5 µM,P. falciparum M17LAP,MT stabilizer,MT stabilizer Hoechst-high %,MT stabilizer cytotoxicity %,M1AAP inhibition,Dynein cargo inh,Dynein cargo inh cytoplasmic EGFP,Dynein cargo inh nuclear GR-EGFP,Dynein cargo inh cell count,Ins promoter up,Ins promoter up cell count,CSM14.1 death rescue
COC(=O)NC(C)N1C(=O)C2C3C=CC(C3)C2C1=O (stereo unspecified),-0.2%,i,5,3.2,493,-1%,1.3,1.2,0.8,1%,1.4,-0.26,1.7,-1.7,nt,nt,0.3%
COc1ccccc1C(c1nnnn1CCc1ccccc1)N1CCCCCC1 (stereo unspecified),1.4%,i,0,-0.3,1186,2%,1.3,1.5,11,4%,-0.0044,-0.073,0.21,-0.11,-2.1,1229,3.2%
CCn1cc(C(=O)N2CCN(c3cccc(Cl)c3)CC2)c2cc(OC)c(OC)cc2c1=O,0.0%,i,-10,nt,nt,6%,2.6,1.0,6.8,7%,0.047,0.41,0.28,0.11,-0.42,1014,2.5%
COc1ccc(C)cc1NC(=O)C(OC(=O)c1ccc([N+](=O)[O-])o1)c1ccccc1 (stereo unspecified),-0.5%,i,-8,-1.3,989,-7%,3.3,2.0,2.6,7%,-0.76,-0.19,-0.68,0.42,0.16,1378,-0.6%
COc1ccc(OCC(=O)NNC(=O)c2cccc(O)c2)cc1,0.1%,i,-27,1.0,1080,5%,2.4,2.3,8.4,7%,-0.89,-0.2,-0.42,0.8,-0.27,1394,5.0%
COc1ccc(Cl)cc1NC(=S)NCc1cccs1,-0.2%,i,-12,-0.2,1516,9%,2.6,2.9,5.3,11%,0.38,-0.19,-0.06,0.52,nt,nt,-2.7%
Cc1ccc(-c2csc(/C(C#N)=C/Nc3ccccc3SC(F)(F)F)n2)cc1,0.3%,i,9,2.2,1064,0%,5.8,2.1,8.6,9%,0.0051,-0.25,-0.23,-0.21,0.11,1430,-1.7%
COc1ccc(-c2c(C)oc3cc(O)cc(O)c3c2=O)cc1OC,-1.2%,i,-4,-2.2,1180,7%,2.2,2.3,15,2%,1.7,-0.17,1,-0.51,-1.4,2075,-1.1%
O=C(/C=C/c1ccc([N+](=O)[O-])cc1)N1CCN(S(=O)(=O)c2cccs2)CC1,-0.6%[50 µM],nt,nt,-3.2,1128,3%,nt,nt,nt,10%,-0.91,-0.079,-0.37,0.68,-0.19,1475,nt
O=C(CSc1nc2ccc(N3CCOCC3)cc2c(=O)n1CCc1ccccc1)NCC1CCCO1 (stereo unspecified),0.1%,i,17,-0.5,1158,-1%,1.7,2.9,13,11%,-0.054,-0.29,-0.027,0.53,0.39,1220,-1.2%
O=C(CNC(=O)c1ccc(Cl)cc1Cl)NCCCn1ccnc1,-0.3%,i,5,nt,nt,-5%,2.4,1.5,8.5,-2%,-0.91,-0.42,-0.27,0.59,1.3,814,0.5%
O=C(Nc1ccc(Br)cc1)N1CCCCC1,0.1%,i,9,-0.1,1018,19%,0.8,0.6,4.3,10%,-0.73,-0.28,0.021,0.73,1.1,1532,0.6%
CCCCCCCCSc1nnc(CSc2nc3nc(C)cc(C)n3n2)o1,-0.1%,i,7,-1.9,1409,-6%,1.6,1.9,4.3,0%,0.36,-0.21,0.7,0.24,-0.64,1500,-1.8%
NC(=O)COC(=O)c1cc(-c2ccco2)nc2ccccc12,0.0%,nt,nt,-0.2,1255,-7%,nt,nt,nt,14%,-0.78,-0.15,-0.45,0.021,0.49,1324,nt
N#CCCN(Cc1cccnc1)C(=S)NCc1ccco1,0.4%,i,14,1.8,1038,2%,4.7,1.1,2.7,0%,0.12,-0.18,-0.26,0.63,-0.57,1175,-2.0%
COCCCN(C(=O)c1cc2c(s1)CCC2)c1c(N)n(Cc2ccccc2)c(=O)[nH]c1=O,-0.1%,i,4,-0.7,1049,3%,1.5,2.1,9.2,-2%,0.19,-0.35,0.003,0.28,1.2,1130,nt
Nc1nn2cc(-c3ccc(Br)cc3)nc2c2ccccc12,0.0%,nt,nt,-0.4,1298,-6%,nt,nt,nt,5%,0.16,-0.26,0.66,-0.24,-0.67,770,nt
CC1CCN(S(=O)(=O)c2ccc3[nH]cc(C(=O)NCCN4CCOCC4)c(=O)c3c2)CC1,0.2%,i,-3,-0.6,987,-5%,1.3,1.8,6.5,-4%,0.29,-0.3,0.5,0.3,0.17,1320,-3.3%
CCN(CC)S(=O)(=O)c1ccc(NC(=O)COC(=O)c2ccc(Br)o2)cc1,0.4%,i,34,nt,nt,15%,1.1,1.1,7.8,7%,-0.33,-0.21,-0.23,0.16,nt,nt,-0.4%
COC(=O)CC1NCCc2cc(OC)c(OC)cc21 (stereo unspecified),0.4%,i,-12,-1.1,1141,11%,3.8,1.7,16,6%,-0.69,-0.057,-0.46,0.15,-1.3,1435,0.5%
Fc1ccccc1/C=N/Nc1ncnc2nc[nH]c12,-2.7%,i,-1,1.7,517,24%,6.0,3.5,3.7,14%,0.53,-0.25,1.3,-0.75,0.18,1226,-1.6%
CCn1c(SCC(=O)NNC(=O)c2ccccc2)nnc1-c1ccco1,0.9%,i,1,0.5,1079,42%,1.5,2.2,4.9,0%,-0.52,-0.22,-0.23,-0.92,-0.19,1262,4.7%
CC(C)(C)OC(=O)NCc1nc(N)n[nH]1,0.9%,i,-2,2.3,1245,25%,1.9,2.4,4.1,5%,-1.6,-0.15,-0.6,0.084,-0.08,1257,0.3%
O=C(Nn1nnnc1Nc1ccccc1)C12CC3CC(CC(C3)C1)C2,0.9%,i,7,-2.0,1125,19%,8.8,9.1,13,4%,0.77,-0.2,1.1,-0.12,-0.28,1198,0.4%
Cc1c(/C(O)=C2\C(=O)C(=O)N(CCN(C)C)C2c2cccs2)cnn1-c1ccccc1 (stereo unspecified),0.6%,i,20,-3.5,1291,15%,3.9,1.5,0.1,-1%,0.017,-0.18,0.19,-0.43,nt,nt,-0.3%
O=C(Nc1cc(Cl)cc(Cl)c1)N1CCCC1,-0.1%,nt,nt,-1.1,1321,12%,nt,nt,nt,5%,0.15,-0.22,-0.00055,0.066,-0.61,1127,nt
O=C(NCc1ccco1)c1ccc(Cn2c(=O)c3ccccc3n(Cc3ccc(Cl)cc3)c2=O)cc1,0.1%,i,-4,9.4,995,4%,3.1,2.0,3.6,0%,0.1,-0.089,0.37,-0.22,-0.22,846,2.0%
Cc1ccc(C(=O)Nc2cccc(C(F)(F)F)c2)cc1Nc1cnccn1,0.5%,nt,nt,1.0,1365,-2%,nt,nt,nt,10%,-0.036,-0.82,0.03,-0.041,-0.2,891,nt
NC(=S)N/N=C/c1ccc(/C=N/NC(N)=S)cc1,0.1%,nt,nt,-0.5,1386,5%,nt,nt,nt,7%,0.087,-0.28,0.053,0.68,-0.29,1040,nt
CN(C)C(=O)CS(=O)(=O)c1ccc(Cl)cc1,0.3%,nt,nt,0.4,1317,-2%,nt,nt,nt,-2%,-0.058,-0.26,-0.33,0.98,0.47,1352,nt
Cc1ccc(/C=N/n2c(C)nnc2C)s1,0.5%,i,7,-0.1,866,13%,2.1,2.1,6.2,5%,-0.0076,-0.23,0.16,0.41,0.73,1612,0.0%
Cc1cccc(-n2ccnc2CN2CCC(CO)(Cc3ccccc3)CC2)c1,0.5%,nt,nt,0.9,1272,6%,nt,nt,nt,1%,-0.12,-0.22,0.42,0.31,-0.45,1002,nt
O=C(Cn1cnc([N+](=O)[O-])n1)N/N=C/c1ccc(O)cc1O,-1.1%,i,23,1.1,1051,21%,2.5,1.5,0.6,3%,-0.58,-0.058,-0.19,-0.02,0.96,1258,-1.6%
Cc1nc2ccccc2c2c1C(=O)N(c1cccc(C(=O)O)c1)C2=O,-1.1%,i,20,-4.6,1194,-1%,3.8,1.9,5.7,0%,0.17,-0.28,0.51,0.08,-0.15,1235,-0.8%
CCNC(=S)NNC(=O)c1ccc2ncccc2c1,0.6%,i,41,-0.9,873,-1%,1.9,3.0,1.9,0%,-0.28,-0.28,-0.12,0.34,-1.3,1560,-1.2%
Nc1cccn2c(-c3ccc(Cl)cc3)cnc12,-2.9%,i,-5,-0.8,1053,21%,2.3,0.8,4.0,13%,-0.73,-0.011,0.07,-0.11,0.71,1157,-0.8%
Cc1ccc(CS(=O)(=O)c2ncn[nH]2)cc1,-0.5%,i,11,-3.9,1131,8%,1.4,1.0,5.5,-1%,-0.83,-0.19,-0.34,1.1,-0.14,1601,0.0%
CC(C)(C)OC(=O)NCCc1nnc(SCc2ccccc2Cl)o1,-0.1%,i,51,-2.3,1020,-3%,1.4,1.2,4.5,-2%,-1,1.3,-0.2,0.87,-1.9,939,0.0%
COc1cc(C2C(C(=O)c3cccs3)=C(O)C(=O)N2c2cc(C)on2)ccc1O (stereo unspecified),-1.6%,i,4,-6.9,997,19%,3.6,2.9,9.6,4%,1.8,0.19,2,-1.6,1,1124,-0.3%

# Compound activity from PubChem BioAssay.
